D1 antagonist: Antagonist of Human D 1 Dopamine Receptor: qHTS; D(1A) dopamine receptor (Homo sapiens), P21728; HEK293 TREx D1 cells, calcium flux, dopamine EC80; active compounds read low; activity change, negative = inhibition, % at 10 µM; 360,000 tested, 3.2% active; in the data active = activity change below about -30%; also: % is scaled to controls: 0 for no effect and ±100 for the full control effect
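Inducible Hek293 Trex D1 cells (tetracycline, overnight, 30 C). Calcium dye 30–90 min RT. Antagonist mode: EC80 dopamine added after 180 s compound read.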
D1 agonist: Allosteric Agonists of the Human D1 Dopamine Receptor: qHTS. HEK293 T-REx D1 cells, calcium flux, agonist mode. activation, % at 2 µM. 360,000 tested, 1% active. AID 504660, 2011; also: 0% is about no effect
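Inducible HEK293 T-REx D1 cells, force-coupled to calcium signalling, were plated at 4000 cells/well with tetracycline and held overnight at 30 C. After no-wash calcium dye loading, compound-evoked calcium rise over 180 s flagged agonists.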
D1 potentiator: Potentiators of Human D1 Dopamine Receptor: qHTS | D(1A) dopamine receptor (Homo sapiens), P21728 | HEK293 TREx D1 cells, calcium flux, dopamine EC20 potentiation | potentiation, % at 10 µM | 360,000 tested, 0.036% active; in the data active = potentiation above about 30%; also: 0% is about no effect
D2 agonist: HTS Assay for Allosteric Agonists of the Human D2 Dopamine Receptor: Primary Screen for Agonists | D(2) dopamine receptor (Homo sapiens), P14416 | HEK293 T-REx D2 cells, calcium flux agonist mode | activation, % at 2 µM | 340,000 tested, 0.53% active | AID 485358, 2010;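 active = activation over 3 SD above normal in the single-dose calcium agonist read, cut at about 30% in these data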; also: 0% is about no effect
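Calcium-flux readout, 1 cycle/sec over 180 s following compound pin transfer, in inducible HEK293 Trex D2 cells (force-coupled); dopamine controls included. Positive calcium responses during this window marked compounds as potential agonists.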
D2 PAM: HTS Assay for Positive Allosteric Modulators of the Human D2 Dopamine Receptor: Primary Screen for Potentiators | HEK293 T-REx D2, calcium flux, EC20 dopamine potentiation | potentiation, % at 10 µM | 340,000 tested, 0.34% active | AID 485347, 2010;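 active = potentiation over 3 SD above the plate norm, cut at about 30% in these data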; also: 0% is about no effect
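Primary screen. Calcium kinetics in induced HEK293 T-REx D2 cells: compound pre-addition 180 s, EC20 dopamine, 180 s more.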
TRHR ag: qHTS for Small Molecule Agonists and Allosteric Enhancers of Human TRH Receptor: Primary Screen for Agonists. TRHR cells, calcium flux fluo-8, FDSS agonist mode. activation, % at 2 µM. 360,000 tested, 0.18% active; also: 0% is about no effect
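TRHR-expressing cells, plated overnight in medium with 10% serum, were loaded with fluo-8 calcium dye at room temperature. After a 10 s baseline, library compound was pin-added and calcium release was recorded kinetically (ex 480/em 530) as agonist response.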
D2 antag: HTS Assay for Allosteric Antagonists of the Human D2 Dopamine Receptor: Primary Screen for Antagonists. D(2) dopamine receptor (Homo sapiens), P14416. HEK293 TREx D2 cells, calcium flux, dopamine EC80. inhibition, % at 10 µM. 340,000 tested, 2% active. AID 485344, 2010; in the data active = inhibition above about 30%; also: 0% is about no effect
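Tetracycline-induced HEK293 T-REx cells expressing D2 force-coupled to calcium signalling were dye-loaded, exposed to compound for 180 s, then challenged with an EC80 of dopamine; calcium flux was followed kinetically for a further 180 s.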
TRHR PAM: qHTS for Small Molecule Agonists and Allosteric Enhancers of Human TRH Receptor: Primary Screen for Enhancers; Thyrotropin-releasing hormone receptor (Homo sapiens), P34981; TRHR cells, fluo-8 calcium fluorescence, EC20 TRH enhancement; enhancement, % at 2 µM; 360,000 tested, 0.66% active; in the data active = enhancement above about 30%; also: 0% is about no effect
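Enhancer read-out: after compound pinning and an initial kinetic agonist-mode read, an EC20 of TRH (10 nM final) was injected and fluo-8 calcium signal (Ex 480/Em 530) followed at 1 s/cycle for 100 cycles in TRHR-expressing cells.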
RXFP1 antagonist: qHTS Assay for Antagonists of the Relaxin Receptor RXFP1 | Relaxin receptor 1 (Homo sapiens), Q9HBX9 | HEK293-RXFP1, relaxin-stimulated cAMP HTRF, 30 min; active compounds read low | activity change, negative = inhibition, % at 57.5 µM | 350,000 tested, 0.59% active;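 active = activity change of -60% or lower, but not beyond a set lower limit; inconclusive = change between -60% and -40%, or beyond the set limit; inactive = change above -40%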; also: % is scaled to controls: 0 for no effect and ±100 for the full control effect
Target sequence (Q9HBX9 whole entry, looked up): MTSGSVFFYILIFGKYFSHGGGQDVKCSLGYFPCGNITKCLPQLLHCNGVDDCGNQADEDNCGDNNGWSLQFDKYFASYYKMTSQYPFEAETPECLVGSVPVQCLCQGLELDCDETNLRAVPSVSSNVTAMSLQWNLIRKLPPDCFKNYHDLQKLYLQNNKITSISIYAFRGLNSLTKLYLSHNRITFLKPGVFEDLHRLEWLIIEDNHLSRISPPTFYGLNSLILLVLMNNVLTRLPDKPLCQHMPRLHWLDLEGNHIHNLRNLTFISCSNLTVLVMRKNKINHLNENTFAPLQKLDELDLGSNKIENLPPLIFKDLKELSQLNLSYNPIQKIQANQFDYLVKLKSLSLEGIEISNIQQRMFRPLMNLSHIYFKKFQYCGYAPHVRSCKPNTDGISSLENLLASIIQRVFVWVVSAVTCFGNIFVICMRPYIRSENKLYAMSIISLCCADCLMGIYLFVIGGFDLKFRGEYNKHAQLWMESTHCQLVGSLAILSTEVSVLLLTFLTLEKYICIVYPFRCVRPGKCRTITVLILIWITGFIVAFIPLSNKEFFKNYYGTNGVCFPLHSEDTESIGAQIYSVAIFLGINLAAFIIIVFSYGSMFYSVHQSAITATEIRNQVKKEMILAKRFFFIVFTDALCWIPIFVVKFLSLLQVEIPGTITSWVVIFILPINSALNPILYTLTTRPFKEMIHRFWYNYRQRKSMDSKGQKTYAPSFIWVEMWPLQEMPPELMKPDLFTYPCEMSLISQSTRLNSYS
Active calls of the source: *; ? = inconclusive; / = not tested or not shown; & = joins results of further samples. Rule as the data show it, unless noted: active = activation above about 30%; inactive = the rest.

Values in the order: D1 antagonist	D1 agonist	D1 potentiator	D2 agonist	D2 PAM	TRHR ag	D2 antag	TRHR PAM	RXFP1 antagonist
> COc1ccc(CCC(=O)OCC(=O)NCc2ccc3c(c2)OCO3)cc1
  15	12	/	-0.2	-3	0.5	4	-1	10
> COc1ccc(S(=O)(=O)N2CC(O)CC2C(=O)OCc2nc3sc(C)c(C)c3c(=O)[nH]2)cc1 (stereo unspecified)
  -22	0	-5	0.5	3	0.2	3	-7	-10
> Cc1cccc(-n2c(=O)c3c4c(sc3n3c(=S)[nH]nc23)CCC4)c1
  15	3	2	-0.7	2	1.4	-2	-5	-24
> Cc1nc(-c2cccc(F)c2)sc1CCNC(=O)Cc1ccc(F)cc1
  3	9	-1	-1.7	-11	-0.5	/	1	-11
> CCOC(=O)c1sc(NC(=O)COC(=O)c2ccco2)nc1C
  -3	4	0	1.8	8	0.5	-10	3	-23
> CCN(c1ccc(F)cc1)S(=O)(=O)c1ccc2[nH]cc(C(=O)NCCCN3CCOCC3)c(=O)c2c1
  -4	3	-3	-0.3	-13	0.3	-10	5	2
> CN(C)S(=O)(=O)c1ccc(C(=O)NCC(=O)N/N=C/c2cccs2)cc1
  0	2	12	2.0	-8	0.8	2	3	11
> Cc1ccc(C(C)C)c(OCCNC(=S)Nc2cccc3ccccc23)c1
  -7	6	-2	1.0	-3	1.0	9	-17	-10
> CC(C)c1cc(C(=O)NNC(=S)NC2CCCCC2)cs1
  -2	1	1	-1.5	-1	-0.6	-11	8	-4
> CSc1ncc(Cl)c(C(=O)Nc2nc3ccc(F)cc3s2)n1
  -4	0	0	0.6	-13	0.1	/	2	/
> CN(C)S(=O)(=O)c1cccc(-c2cn3cccnc3n2)c1
  -1	3	-1	1.7	2	-0.5	-2	-1	5
> COc1ccc(C2C(C(=O)c3ccc(C)o3)=C(O)C(=O)N2CC2CCCO2)cc1OC (stereo unspecified)
  5	2	-21	1.5	20	0.8	-5	6	-2
> Cc1ccc(-n2c(=O)c3sccc3n(Cc3cc(=O)n4ccccc4n3)c2=O)cc1F
  3	2	-4	0.0	-1	-0.9	12	-8	/
> Cc1nc2c(c(C)c1CCC(=O)N1CCN(c3ccccc3)CC1)c(=O)n(C)c(=O)n2C
  -1	0	-2	5.7	-2	0.4	/	-5	/
> CCN(CC)c1ccc(C=Nc2ccc(C)cc2C)c(O)c1
  -10	1	-7	-5.4	-2	-2.4	-6	2	-7
> COc1ccc(C(=O)NCCCN2CCCC2=O)cc1
  /	1	-1	0.3	5	-0.2	-1	19	7
> Cc1nc(C(F)(F)F)ccc1C(=O)NCC(O)c1ccccc1 (stereo unspecified)
  1	2	-9	0.2	10	0.8	-28	3	2
> CC1CCCN(C(=O)COC(=O)c2n[nH]c3ccccc23)C1 (stereo unspecified)
  -11	1	-6	-0.1	-10	0.3	-13	11	-6
> COc1cccc(C2C=C(c3ccc(Br)s3)Nc3ncnn32)c1OC (stereo unspecified)
  -10	48*	-1	11	1	33*	-16	0	/
> CCOC(=O)c1c(C)oc2c1c(C=NCCC(=O)O)c(O)c1ccccc12
  3	18	14	1.7	6	-2.2	3	1	-24
> Cc1ccc2nc3c(cc(C(N)=S)c(=N)n3CCCOC(C)C)c(=O)n2c1
  -2	0	-5	-0.8	11	0.1	-55	-7	27
> CCOc1ccc(S(=O)(=O)n2c(C)nc3ccccc32)cc1
  -19	3	1	0.7	-2	0.4	-1	4	/
> CN(C)CCNC(=O)c1scc2c1CCCC2
  3	3	-4	0.3	-20	0.2	28	-8	2
> O=S(=O)(c1ccccc1)N1CCN(c2ccnc3cc(Cl)ccc23)CC1
  -41*	7	10	-0.5	3	-0.1	-8	-2	-7
> CC1CN(C(=S)SCCN2Cc3ccccc3C2=O)CC(C)O1 (stereo unspecified)
  -4	5	3	-0.9	0	-0.7	2	4	4
> COc1ccc(S(=O)(=O)N(CC(=O)Nc2cccc(C)c2)c2ccc(C)cc2)cc1OC
  -2	6	-6	-0.3	11	-0.3	/	13	/
> CCOC(=O)C1CCN(C(=O)Nc2ccc3c(c2)nc(C)n3C)CC1
  4	9	-2	-0.8	12	-0.4	-9	8	5
> COc1ccc(Cn2c(-c3ccc(Br)cc3)c[n+]3ccccc23)cc1
  7	0	-1	-0.2	5	-0.2	0	3	-2
> CN(C)C(CNC(=O)NC1CCCCC1)c1cccnc1 (stereo unspecified)
  8	5	-2	0.2	-3	0.2	12	-3	-7
> Cc1ccc(S(=O)(=O)N/N=C\c2ccc3c(c2)OCO3)cc1
  17	2	0	-0.5	1	-0.4	-4	1	-3

Full records as entered above. Values in the order: D1 antagonist	D1 agonist	D1 potentiator	D2 agonist	D2 PAM	TRHR ag	D2 antag	TRHR PAM	RXFP1 antagonist
CN(C)S(=O)(=O)c1cccc(-c2cn3cccnc3n2)c1 across the screens: -1	3	-1	1.7	2	-0.5	-2	-1	5
COc1ccc(Cn2c(-c3ccc(Br)cc3)c[n+]3ccccc23)cc1 across the screens: 7	0	-1	-0.2	5	-0.2	0	3	-2

Other compounds.
Values in the order: D1 antagonist	D1 agonist	D1 potentiator	D2 agonist	D2 PAM	TRHR ag	D2 antag	TRHR PAM	RXFP1 antagonist
> O=C(NCCN1CCOCC1)c1cccc(S(=O)(=O)N(Cc2ccccc2)c2ccccc2)c1
  20	-2	-3	0.3	8	-1.8	1	3	-1
> Cc1ccc(CNc2nc3c(S(=O)(=O)c4ccccc4)nnn3c3ccsc23)cc1
  7	3	0	-0.3	-8	0.7	/	-1	-19
> Cn1cc(C(=O)NC2CCCCC2)c(=O)c2cc(S(=O)(=O)N3CCCC3)ccc21
  -6	3	-2	0.3	1	0.2	19	-6	-8
> CCN1CCN(c2ncnc3sc(C)c(-c4ccccc4)c23)CC1
  5	1	-3	18	/	0.9	-15	2	9
> CC(C)c1ccccc1OCC(=O)NCC(c1cccs1)N1CCOCC1 (stereo unspecified)
  -9	4	-2	0.5	3	0.0	6	-11	-4
> Cc1ccc2c(c1)N(C(=O)Nc1cccc3c1CCCC3)CC(C)O2 (stereo unspecified)
  0	0	6	-0.1	3	0.6	/	21	?
> CCCCCOC(=O)CCN1C(=O)/C(=C2\SC(=S)N(CCC(=O)OCCCCC)C2=O)SC1=S
  10	3	4	-2.0	14	-4.2	-7	9	-9
> CCC(=O)N1CCN(c2ccc(NC(=O)c3cc4ccccc4o3)cc2)CC1
  1	4	-8	1.1	8	0.1	-4	0	-37
> Cc1ccc(-n2nc(C)c(NC(=O)CCl)c2C)cc1
  2	1	-6	0.3	15	-1.1	-34	-3	-6
> COc1cc(C(=O)N2CCN(c3ccccc3F)CC2)ccc1OCC(=O)N1CCOCC1
  -5	2	-4	0.7	-3	0.0	7	10	-7
> Cn1ccnc1SCC(=O)Nc1ccc(Br)cc1C(F)(F)F
  9	3	-4	-2.2	14	-0.3	-5	-6	2
> Cc1cccc(C)c1OCCSc1nc2ccccc2n1CC(=O)O
  -7&3	0&-1	5&0	-1.5&-1.2	9&2	0.5&-0.9	-8	7&-1	8&-2
> O=C(Nc1ccc(N2CCOCC2)cc1)c1ccc(Cl)c(S(=O)(=O)N2CCCC2)c1
  -9	10	-3	/	/	-0.1	/	-7	0
> COc1ccc(C(=O)NCCN2CCN(C(=O)c3ccc(OC)cc3)CC2)cc1
  1	1	3	1.0	-26	0.3	8	1	-15
> Cc1sc(-c2ccccn2)nc1OC(=O)c1ccc(Cl)c(Cl)c1
  17	3	10	0.9	-9	0.4	-1	5	10
> COCC(C)NC(=O)CSc1nc2cc(S(=O)(=O)N3CCCCC3)ccc2o1 (stereo unspecified)
  -47*	4	-9	0.0	7	0.7	5	-3	-2
> COc1cc(/C=N/NC(=O)c2ccccn2)ccc1OC(=O)c1ccc(Br)cc1
  -11	25	-2	0.2	9	1.9	0	-8	-34
> COc1cccc(NC(=O)CN(C)C(C)C(=O)Nc2ccc(C#N)cc2)c1 (stereo unspecified)
  -41*	5	-7	-0.3	/	-0.2	-7	-7	-14
> COc1ccc(C(=O)c2oc3ccc(Br)cc3c2NC(C)=O)cc1
  6	0	-7	-2.6	12	0.5	-11	-14	-8
> COC(=O)c1ccccc1NC(=S)NC(C)=O
  6	0	-5	0.5	7	0.3	-14	6	0
> CCCNc1c(NC(=O)C2CCC(C)CC2)c(=O)oc2ccccc12 (stereo unspecified)
  0	1	0	0.3	1	0.6	-21	10	-2
> Cc1ccc(Sc2ccc(N3CCCC(C(=O)Nc4ccc(F)cc4)C3)nn2)cc1 (stereo unspecified)
  -6	-1	1	0.0	-4	-0.2	/	-2	/
> COc1cccc(/C=C/c2[nH]c(=O)[nH]c(=O)c2[N+](=O)[O-])c1O
  -5	4	-3	0.3	9	0.4	9	0	-6
> Cc1ccc(S(=O)(=O)N2CCOCC2)cc1C(=O)N1CC(C)OC(C)C1 (stereo unspecified)
  -6	1	2	-0.7	-7	0.3	-31	6	11
> CCCN1C(=S)SC(C)(C)C1/[N+]([O-])=C/c1cccnc1 (stereo unspecified)
  19	3	2	-0.3	11	0.5	6	1	9
> CCCC(=O)Nc1c(-c2ccccc2)c(=O)c(C)nn1-c1ccc(Cl)cc1
  -2	1	-8	-0.3	-16	0.2	3	-8	-9
> COc1ccc(C2CC(c3cccs3)=NN2c2nc(C)c(C(C)=O)s2)cc1OC (stereo unspecified)
  12	4	-4	-0.5	8	-0.4	-4	5	3
> Cc1ccccc1-c1nc(CS(=O)CC(=O)NC2CC2)c(C)o1 (stereo unspecified)
  13	0	-8	-1.8	4	-0.1	14	17	0
> O=C(NCCN1CCOCC1)c1ccc2c(c1)ncn2C1CCCC1
  11	0	-4	1.0	7	0.4	-18	-8	/
> CCOC(=O)c1ccc(NC(=O)C2CCCO2)cc1 (stereo unspecified)
  -2	1	5	0.1	-4	-0.2	11	3	0

3 entries from above, set out differently:
> Cc1ccc(Sc2ccc(N3CCCC(C(=O)Nc4ccc(F)cc4)C3)nn2)cc1 (stereo unspecified)
  D1 antagonist: -6	D1 agonist: -1	D1 potentiator: 1	D2 agonist: 0.0	D2 PAM: -4	TRHR ag: -0.2	D2 antag: /	TRHR PAM: -2	RXFP1 antagonist: /
> COc1cccc(/C=C/c2[nH]c(=O)[nH]c(=O)c2[N+](=O)[O-])c1O
  D1 antagonist: -5	D1 agonist: 4	D1 potentiator: -3	D2 agonist: 0.3	D2 PAM: 9	TRHR ag: 0.4	D2 antag: 9	TRHR PAM: 0	RXFP1 antagonist: -6
> Cc1ccc(S(=O)(=O)N2CCOCC2)cc1C(=O)N1CC(C)OC(C)C1 (stereo unspecified)
  D1 antagonist: -6	D1 agonist: 1	D1 potentiator: 2	D2 agonist: -0.7	D2 PAM: -7	TRHR ag: 0.3	D2 antag: -31	TRHR PAM: 6	RXFP1 antagonist: 11

Screening data from PubChem.
